SRC3 TRFRET art: TR-FRET detection interference compounds, artefact control for PPARgamma SRC-3 recruitment agonists, biochemical, TR-FRET ratio; hit rate 0.39% among 99,000; AID 1048, 2008; TR-FRET artefact counter-screen, PPARgamma/SRC-3 format; active compounds read high; TR-FRET ratio at 8 µM; in the data active = TR-FRET ratio above about 2000; note: inactives centre near 1600
SRC1 TRFRET art: TR-FRET detection interference compounds, primary screen, artefact control for PPARgamma SRC-1 recruitment agonists, biochemical, TR-FRET emission ratio; hit rate 0.34% among 99,000; TR-FRET ratio at 8 µM; AID 1051, 2008; TR-FRET detection artefact counter-screen; active compounds read high; in the data active = TR-FRET ratio above about 2300; note: inactives centre near 1800
* hit, by the source's call.

SMILES	SRC3 TRFRET art	SRC1 TRFRET art
Cc1ccc(S(=O)(=O)N2CCCCC2C(=O)O)cc1 (stereo not drawn)	1465	1898
N#Cc1c(-c2ccc(Cl)cc2)c(C#N)c(=O)n(N)c1N	1575	1777
N=C1/C(=C/c2cccn2-c2cccc([N+](=O)[O-])c2)C(=O)N=C2SC=CN12	1713	1773
COc1cc(-c2nc3cccc(C)n3c2NCC2CCCO2)ccc1O (stereo not drawn)	1794	1914
Clc1ccc(-c2nc3ncccn3c2Cl)cc1	1297	1767
CCOC(=O)c1c(N)sc(C(=O)Nc2ccccc2)c1C	1489	1850
CCCNC(=O)c1nnsc1Sc1ccc(Cl)cc1	1654	1684
COc1ccc(CC(=O)NC(=S)Nc2ccc(S(N)(=O)=O)cc2)cc1	1749	1724
CCOc1cc(/C=N/O)ccc1OCc1ccc(F)cc1	1568	1878
O=C(CSc1nc2cc(C(F)(F)F)ccc2n1Cc1ccccc1)NC1CCS(=O)(=O)C1 (stereo not drawn)	1560	1909
O=C(Nc1ccc2oc(-c3ccccc3F)nc2c1)c1ccco1	1528	1503
CCOC(=O)C1(CC2CC2)CCN(Cc2cc(Cl)c(O)c(OC)c2)CC1	1860	1975
CCn1c(N2CCN(S(=O)(=O)c3ccc(Cl)cc3)CC2)nc2ccccc21	1276	1809
Nc1nc(NCc2ccco2)nc(N2CCCCC2)c1[N+](=O)[O-]	1569	2001
CC(=O)OCC[n+]1c(C)n(-c2ccccc2)c2ccc(Cl)cc21	1354	1606
NC(=S)NNc1cccc2cccnc12	1680	1762
Cc1cccc(C)c1NC(=O)Nc1ccccc1-n1ccnc1	1490	1843
Cc1ccc(C2=NN(C3=NN=C(N)Cc4ncnn43)C(O)(C(F)(F)F)C2)cc1 (stereo not drawn)	1652	1800
Oc1ccccc1C1CC(c2cccs2)=NC(c2cccc(Br)c2)N1 (stereo not drawn)	1816	1740
Cc1ccnc2nc(C(=O)OCCOc3ccc(Cl)cc3)nn12	1478	1663
COc1ccc2[nH]c(CN3CCN(C(C)C)C(CCO)C3)c(C)c2c1 (stereo not drawn)	1710	1496
C/C(=N\N1C(=O)c2ccccc2NC1c1ccccc1)c1ccccc1O (stereo not drawn)	1509	1710
CCc1cc2c(=O)c(-c3ccon3)c(N)oc2cc1OC	1560	1706
O=C(Cc1coc2cc3c(cc12)CCC3)NCC1(N2CCCCC2)CCCCC1	1504	1986
CC1(c2ccccc2)NC(=O)N(Cc2ccc([N+](=O)[O-])cc2)C1=O (stereo not drawn)	1446	1583
CCOC(=O)c1cnn2cc(-c3[nH]ncc3[N+](=O)[O-])cnc12	1556	1832
Oc1[nH]c2ccccc2c1N=Nc1ccc(F)cc1	1679	1714
COc1nccnc1NS(=O)(=O)c1ccc(N=Cc2c(C)[nH]n(-c3ccccc3)c2=O)cc1	1726	1867
COc1ccccc1C(=O)Nc1nc(-c2ccc3c(c2)OCCO3)cs1	1803	1857
O=C(/C=C/c1ccco1)N1CCN(S(=O)(=O)/C=C/c2ccccc2)CC1	1622	1735
Cc1ccc2c(c1)cc(CN(Cc1ccco1)C(=O)N1CCOCC1)c1nnnn12	1447	1640
COCCNC(=S)NNC(=O)c1cccs1	1655	1832
COc1ccc(Cl)cc1-c1nc(SCC(=O)NC(C)C(C)C)n[nH]1 (stereo not drawn)	1605	1855
NC(=O)CSC1=N/C(=C\c2ccco2)C(=O)N1c1ccc(OC(F)F)cc1	1576	1828
OCCC1CN(Cc2cnn(-c3ccc(F)cc3)c2)CCN1Cc1ccsc1 (stereo not drawn)	1515	1690
COc1cc(CC(=O)N(c2ccccc2)c2nc(C)cs2)cc(OC)c1OC	1697	2053
CC(C)(C)C1CCC(C(=O)Nc2cccnc2)CC1 (stereo not drawn)	1511	1852
CC1=C(C(=O)OC2CCCC2)C(c2coc3ccc(C)cc3c2=O)C2=C(CCCC2=O)N1 (stereo not drawn)	1637	1836
COc1ccc(C(=O)NC(=S)Nc2ccc(Cl)cn2)cc1OC	1576	1813
CCCCOC(=O)c1ccc(Nc2ccc([N+](=O)[O-])cn2)cc1	1482	1641
Cc1cccc2nc(CSC(=N)N)c(Br)n12	1626	1982
CCNCCNC(=O)c1c(O)c2cccc3c2n(c1=O)CCC3	1787	1997
C=CCOC(=O)C1=C(C)Nc2[nH]c(=O)[nH]c(=O)c2C1c1ccccc1 (stereo not drawn)	1652	1741
C=CCN(CC=C)CCOc1ccc2ccccc2c1	1641	1619
Cc1nccn1CCC(=O)O	1624	1815
Cc1cc(C)nc(N/N=C/c2ccccc2OCc2ccc(Br)cc2)n1	1639	1948
Cn1c(-c2ccc(Cl)cc2)cnc1NCc1cc2c(cc1[N+](=O)[O-])OCO2	1627	1707
COc1ccc(CC(=O)OCC(=O)Nc2ccc3c(c2)OCCO3)cc1OC	1585	1520
CN(C)/C=N/c1ncn(-c2ncc(C(F)(F)F)cc2Cl)n1	1722	1851
CCc1ccc2c(c1)C(c1ccc(N3CCOCC3)cc1)=NNC(c1ccncc1)=N2	1597	1605

Fetched by compound from above, 2 records:
SMILES	SRC3 TRFRET art	SRC1 TRFRET art
CCNCCNC(=O)c1c(O)c2cccc3c2n(c1=O)CCC3	1787	1997
C=CCOC(=O)C1=C(C)Nc2[nH]c(=O)[nH]c(=O)c2C1c1ccccc1 (stereo not drawn)	1652	1741

Next section.
SMILES	SRC3 TRFRET art	SRC1 TRFRET art
CCOC(=O)c1c(C)[nH]c(-c2csc(C)n2)c1C	1725	1778
O=C(CNC(=S)N(Cc1ccccc1)Cc1ccccc1F)NCCc1ccccc1	1666	1904
COc1ccc(S(=O)(=O)N2CCOCC2)cc1NC(=O)c1ccccc1-c1ccc(C(F)(F)F)cc1	1517	1755
COc1ccc(NC(=S)NCC2CCN(c3ccc(OC)cc3)C2)cc1 (stereo not drawn)	1696	1658
COc1cc(NC(=O)Cn2nc(C(F)(F)F)c(Br)c2C)cc([N+](=O)[O-])c1	1705	1986
CCOC(=O)N1CCC(NC(=O)c2cc(S(=O)(=O)NCCc3ccccc3)ccc2F)CC1	1458	1723
Cc1cc(Cl)c(S(=O)(=O)Nc2cccc(O)c2)cc1OCC(N)=O	1690	1801
COc1ccc2c(CCNC(=O)CN3C(=O)c4ccccc4C3=O)c[nH]c2c1	1748	1867
CCOC(=O)c1c(N)sc(C(=O)OCCOC)c1C	1815	1858
O=C(OCc1cc(=O)n2c(n1)sc1ccccc12)c1cccc(O)c1	1462	1576
CCOC(=O)c1c(NC(=O)C2CCCO2)sc(C(N)=O)c1C (stereo not drawn)	1734	1820
COc1cc(NC(=O)CN2C(=O)NC(c3ccccc3)(c3ccccc3)C2=O)c(C)cc1[N+](=O)[O-]	1463	1690
Cc1ccc(-c2csc(NC(=O)C3=COCCO3)n2)cc1	1666	2000
CCCSc1cc(N)cc([N+](=O)[O-])c1	1343	1728
CC1=CC(C)(C)N2C(=O)C3(NCCc4c3[nH]c3ccccc43)c3cccc1c32 (stereo not drawn)	1708	1781
COc1ccc(NS(=O)(=O)c2ccc(C)c(NC(=O)NC3CCCCC3)c2)cc1	1413	1574
CCC(CC)NC(=O)c1oc2ccccc2c1COc1ccccc1	1441	1783
CCOC(=O)CNc1nc(Oc2ccc(=O)n(C)n2)nc(N(CC)CC)n1	1658	1812
COc1ccc(NC(=S)NC(=O)c2csnn2)cc1	1475	1614
Cc1sc2nc(CC(N)=O)[nH]c(=O)c2c1-c1ccccc1	1374	1691
O=c1[nH]c(/C=C/c2ccc(Br)cc2)nc2c1cnn2-c1ccccc1	1599	1679
O=C(Nc1ncccn1)c1cc([N+](=O)[O-])cc([N+](=O)[O-])c1	1411	1744
O=C(O)C1CCCN(S(=O)(=O)c2ccc(F)cc2)C1 (stereo not drawn)	1767	1803
Cn1ncc(Br)c1C(=O)N/N=C/c1cccc(OC2CSC2)c1	1608	1997
CCOC(=O)c1c(NC(=O)C(C)Sc2cccc[n+]2[O-])sc2c1CCN(Cc1ccccc1)C2 (stereo not drawn)	1688	1633
O=C(CSc1cn(CC(=O)N2CCCCCC2)c2ccccc12)NCC1CCCO1 (stereo not drawn)	1749	2044
COc1ccc2c(c1OC)C(=O)N1N=C(c3ccc(F)cc3)CC21 (stereo not drawn)	1444	1824
O=[N+]([O-])c1cc(C(F)(F)F)cc([N+](=O)[O-])c1NCCCN1CCOCC1	1621	1939
Cc1onc(-c2c(F)cccc2Cl)c1C(=O)N1CCOC12CCCCC2	1794	1974
O=C(CSc1nnc(CNC(=O)c2ccccc2F)o1)Nc1ccc2c(c1)OCO2	1700	1909
Cc1cccc(Nc2nnc(SCC(=O)NC3CCCc4ccccc43)s2)c1C (stereo not drawn)	1498	1631
COc1cccc(NC(=O)c2ccc(S(=O)(=O)N3CCCCC3)cc2)c1	1482	1794
COc1ccc(Nc2nc(N)nc(CSC(=S)N3CCN(c4ccccc4)CC3)n2)cc1	1447	1549
O=C(Nc1cccc(S(=O)(=O)NCc2ccco2)c1)c1cc(-c2ccc(F)cc2)nc2ccccc12	1460	1738
COCCN1CCC(CNCc2cn(-c3cc(C)ccc3C)nc2-c2ccccc2)C1 (stereo not drawn)	1788	1976
CN(C)/C=C/C(=O)c1ccc(Br)cc1	1449	1635
CCCC/S(C)=N/S(=O)(=O)c1ccc(C)cc1 (stereo not drawn)	1418	1841
O=C(Nc1ccccc1F)N(Cc1ccc(F)cc1)Cc1nc2ccccc2c(=O)[nH]1	1632	1586
CC(Sc1nnc2ccccn12)C(=O)Nc1ccc2c(c1)OCCO2 (stereo not drawn)	1566	1699
COc1ccc(S(=O)(=O)NC(C)C)cc1C(=O)NC1CCCCC1	1487	2053
Nc1cc(N)nc(SCC(=O)NCc2ccco2)n1	1746	1614
Cc1cc(C)nc(SCC(=O)N/N=C/c2cccs2)n1	1782	1815
COc1ccc(NC2CC(=O)N(C)C2=O)cc1 (stereo not drawn)	1535	1795
CCN(CC)CCOC(=O)c1ccc(NC(=O)C(C)NC(=O)C23CC4CC(CC(C4)C2)C3)cc1 (stereo not drawn)	1622	1752
CC(C)(C)NC(=O)C1Cc2ccccc2CN1 (stereo not drawn)	1751	1978
CN(c1ccc(C(=O)NCCSCc2ccc(Cl)cc2)cc1)S(=O)(=O)c1ccccc1	1719	1611
O=C(CNC(=O)c1ccc(Br)cc1)OCc1cc([N+](=O)[O-])cc2c1OCOC2	1503	1938
Cc1c(C(=O)NCc2ccccn2)oc2ccc(S(=O)(=O)N3CCOCC3)cc12	1422	1654
O=C(CSc1nccc(=O)[nH]1)Nc1cccc(S(=O)(=O)N2CCOCC2)c1	1663	1963
CCCn1ncc(CN2CCC(CO)(Cc3ccc(OC)cc3)CC2)c1C	1514	1610

(next part)
SMILES	SRC3 TRFRET art	SRC1 TRFRET art
Cc1oncc1C(=O)NC1CCCCC1	1382	1813
CCN1CCN(C(c2cccs2)C(C)NS(=O)(=O)c2ccc(C)cc2)CC1 (stereo not drawn)	1667	1731
Fc1ccccc1COc1ccc(Br)cc1CNCC1CCCO1 (stereo not drawn)	1570	1842
Cc1ccc(S(=O)(=O)Nc2ccc(Br)cc2C(NCC(=O)O)c2ccccc2)cc1 (stereo not drawn)	1489	1525
CCOc1ccc(C(=O)Nc2ccc(N3CCN(C(C)=O)CC3)cc2)cc1[N+](=O)[O-]	1473	1946
COc1ccc(OC)c(C(=O)CN2CCN(S(=O)(=O)c3ccc(Br)cc3)CC2)c1	1646	2080
Cc1noc(C)c1C(=O)OCC(=O)Nc1cccc(S(=O)(=O)N(C)C)c1	1568	1866
CCC(CC)c1nnc(NC(=O)c2cccnc2SC)s1	1583	1716
COc1ccc(NC(=O)CSc2nnc(NC(C)=O)s2)c([N+](=O)[O-])c1	1500	1670
Oc1ccc(Cl)cc1C=Nc1ccc(Br)cc1	1914	1956

Reformatted in CSV form: part of the list above.
Molecule,SRC3 TRFRET art,SRC1 TRFRET art
COc1ccc(NC2CC(=O)N(C)C2=O)cc1 (stereo not drawn),1535,1795
CCN(CC)CCOC(=O)c1ccc(NC(=O)C(C)NC(=O)C23CC4CC(CC(C4)C2)C3)cc1 (stereo not drawn),1622,1752
CC(C)(C)NC(=O)C1Cc2ccccc2CN1 (stereo not drawn),1751,1978
CN(c1ccc(C(=O)NCCSCc2ccc(Cl)cc2)cc1)S(=O)(=O)c1ccccc1,1719,1611
O=C(CNC(=O)c1ccc(Br)cc1)OCc1cc([N+](=O)[O-])cc2c1OCOC2,1503,1938
Cc1c(C(=O)NCc2ccccn2)oc2ccc(S(=O)(=O)N3CCOCC3)cc12,1422,1654
O=C(CSc1nccc(=O)[nH]1)Nc1cccc(S(=O)(=O)N2CCOCC2)c1,1663,1963
CCCn1ncc(CN2CCC(CO)(Cc3ccc(OC)cc3)CC2)c1C,1514,1610
Cc1oncc1C(=O)NC1CCCCC1,1382,1813
CCN1CCN(C(c2cccs2)C(C)NS(=O)(=O)c2ccc(C)cc2)CC1 (stereo not drawn),1667,1731
Fc1ccccc1COc1ccc(Br)cc1CNCC1CCCO1 (stereo not drawn),1570,1842
Cc1ccc(S(=O)(=O)Nc2ccc(Br)cc2C(NCC(=O)O)c2ccccc2)cc1 (stereo not drawn),1489,1525
CCOc1ccc(C(=O)Nc2ccc(N3CCN(C(C)=O)CC3)cc2)cc1[N+](=O)[O-],1473,1946
COc1ccc(OC)c(C(=O)CN2CCN(S(=O)(=O)c3ccc(Br)cc3)CC2)c1,1646,2080
Cc1noc(C)c1C(=O)OCC(=O)Nc1cccc(S(=O)(=O)N(C)C)c1,1568,1866

(list continues)
SMILES	SRC3 TRFRET art	SRC1 TRFRET art
O=C(CCN1CCN(c2ccccc2)CC1)N/N=C/c1ccccc1O	1621	1848
Cn1nnnc1SCCNCc1ccccc1OCc1ccc(Cl)cc1	1521	1641
Cc1ccc(C)c(NC(=O)COC(=O)CNC(=O)c2ccccc2Cl)c1	1533	1667
COc1ccc(COc2cc(-c3cccc(OC)c3)nc3ccc(NC(=O)c4ccc(N(C)C)cc4)cc23)cc1	1852	2168
CCN(c1ccccc1)S(=O)(=O)c1cc(C(=O)Nc2ccc(F)c(F)c2)ccc1F	1599	1734
COc1ccc(S(=O)(=O)c2cnc3ccccc3n2)cc1	1755	1961
CCOC(=O)N1CCN(C(=O)c2ccccc2N(Cc2ccccc2)S(=O)(=O)c2ccc(OC)cc2)CC1	1372	1852

The list is partial. The share of hits here may be higher or lower than overall.
